Compound activity from PubChem.
AT treatment: candidate therapy for ataxia-telangiectasia. […] A-T fibroblasts, KAP-1 phosphorylation AlphaLISA; neocarzinostatin DNA damage 30 min before lysis. Potency, µM (top dose mostly 57.5 µM), for the others: top-dose activation, hits mostly activators. 320,000 tested, 0.19% active; also: potency is read from the fitted curve at half-maximal effect; % of control where 0% means no effect; nearly all actives have a fitted effect of over 45% in size
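hTERT-immortalized A-T patient fibroblasts ([…]), 500 cells/well in OPTI-MEM, 1% FBS, got compounds for 60 min, then NCS for 30 min at 37C. Lysates were then assayed for phospho-KAP-1 by AlphaLISA (anti-pKAP1 donor, anti-KAP1 acceptor beads), 6 hr at 25C.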
ELG1 DNA repair: inhibitors of ELG1-dependent DNA repair in HEK293T cells; HEK293T ELG1-luciferase reporter, luminescence, 16 h; DNA damage induced by 5-fluorouridine; Potency, µM (titrated, usually from 46.1 µM), without a hit: at the top dose activity change, negative = inhibition, most hits filed as inhibitors; 330,000 tested, 2.3% active; AID 504467; also: potency is read from the fitted curve at half-maximal effect; % is scaled to controls: 0 for no effect and ±100 for the full control effect; nearly all actives have a fitted effect of over 55% in size
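DMSO vehicle served as the neutral condition. Each well held 2,000 cells given 5-fluorouridine plus compound; after 16 hr at 37 °C/5% CO2, ONE-Glo was added and luciferase measured 30 min later.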
TRPV1 ag: agonists of human vanilloid receptor 1 (TRPV1). Q8NER1. activation, % at 8.33 µM. TRPV1-expressing cells, Fluo-8 calcium influx, agonist mode. 320,000 tested, 0.19% active; in the data active = activation above about 80%; inconclusive = between about 30% and that limit; also: 0% is about no effect
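TRPV1-expressing cells were cultured overnight at 35.5C and loaded with Fluo-8 calcium dye for 40 to 90 min at room temperature. After a 10 s baseline, compound was added and calcium influx was read kinetically for 3 min (ex 480/em 520 nm).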
TSHR antag: human thyrotropin receptor antagonism. TSHR-expressing cells, TSH-stimulated cAMP HTRF, 2 h; active compounds read low. P16473. 330,000 tested, 0.2% active. AID 504810. activity change, negative = inhibition, % at 11.5 µM;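 active = activity change below a set negative limit, meaning inhibition stronger than a set level, cut at about -70% in these data; inconclusive = activity change between two set negative limits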; also: % is scaled to controls: 0 for no effect and ±100 for the full control effect
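Antagonism was scored as loss of TSH-driven cAMP in TSHR cells, stimulated with 4nM TSH (EC80) for 2 hours at 37 deg C and detected by homogeneous HTRF competition immunoassay.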
Mito fusion yeast: blocks mitochondrial division or promotes mitochondrial fusion; S. cerevisiae fusion-defective mutant growth rescue, CellTiterGlo 48 h; AID 485298; Potency, µM (doses to about 46.1 µM), for inactives: at the top dose growth rescue (activation), actives largely listed as activators; 320,000 tested, 0.23% active;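 also: potency is read from the fitted curve at half-maximal effect; % of control where 0% means no effect; nearly all actives have a fitted effect of over 45% in size; temperature-sensitive fusion mutants such as fzo1-1 at 37 °C on non-fermentable ethanol glycerol medium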
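Read-out: ATP-based luminescence (CellTiterGlo, 10 min ambient) reporting growth of fusion-defective ts yeast after 48 hours at 37C on glycerol/ethanol YPEG medium in the presence of compound.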
USP2a inh: USP2a (human) protease inhibition | O75604 | USP2 core, Ub-CHOP2 coupled fluorogenic reporter, 485/531 | Potency, µM (highest dose often 38.3 µM), for inactives: at the top dose activity change, negative = inhibition, most hits filed as inhibitors | 330,000 tested, 0.01% active | AID 463254;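 also: potency is read from the fitted curve at half-maximal effect; plate controls were DMSO wells for no effect and full inhibition by NEM control for full effect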
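Deubiquitinase activity read as fluorescence (485/531 nm) after Ub-CHOP2 cleavage activates the enterokinase reporter on its substrate; USP2 core 10nM, Ub-CHOP2 and substrate 25nM each, 30min compound preincubation then 60min RT; data normalized to NEM, curves fitted.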
TCR activator: activates T cell receptor signaling | primary human leukocytes, anti-CD3, IL-2 HTRF, 48 h | Potency, µM (doses to about 9.22 µM), for inactives: at the highest dose activation of IL-2 secretion, hits mostly activators | 330,000 tested, under 10 active; also: % of control where 0% means no effect
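1) Mix primary human leukocytes, a-CD3 beads and compound. 2) Incubate 48 hr. 3) Add HTRF IL-2 reagents (a-IL-2-K, a-IL-2-d2).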
KCNH2 3.1 block: KCNH2 3.1 (human) potassium channel inhibition; U2OS KCNH2 3.1, thallium flux FluxOr; active compounds read low; 340,000 tested, 0.95% active; AID 720553; activity change, % (tested at about 1.8 µM);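 active = maximum activity change below -70%; inconclusive = maximum activity change from -70% to -50%; inactive = maximum activity change above -50%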;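 also: thallium influx rate constant from kinetic fluorescence after stimulation buffer; % is scaled to controls: 0 for no effect and ±100 for the full control effect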
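FluxOr-based Tl+ influx in U2OS cells transduced with KCNH2 3.1 virus; rate constants normalized to DMSO controls.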
KCNH2 WT inh: inhibitors of human wildtype KCNH2 potassium channel | Q12809 | U2OS, BacMam KCNH2, thallium flux FluxOr; active compounds read low | activity change, % at 1.84 µM | 340,000 tested, 0.37% active | AID 720551;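 active = maximum activity change below -70%; inconclusive = maximum activity change between -70% and -50%; inactive = maximum activity change above -50%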; also: % is scaled to controls: 0 for no effect and ±100 for the full control effect
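U2OS cells transduced with wild-type KCNH2 virus are loaded with FluxOr dye for 45 min, and thallium flux is measured in kinetic reads before and after stimulation buffer. Rate constants are normalized to DMSO controls.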
Eya2 inh: inhibitors of human Eya2 phosphatase activity; Potency, µM (doses to about 76.9 µM), without a hit: at the top dose activity, negative = inhibition, hits mostly inhibitors; O00167; 330,000 tested, 0.006% active; AID 488837; recombinant Eya2, OMFP fluorescence dephosphorylation (OMFP is methylfluorescein phosphate); also: potency is read from the fitted curve at half-maximal effect; % is scaled to controls: 0 for no effect and ±100 for the full control effect
Target sequence (O00167 whole entry, looked up): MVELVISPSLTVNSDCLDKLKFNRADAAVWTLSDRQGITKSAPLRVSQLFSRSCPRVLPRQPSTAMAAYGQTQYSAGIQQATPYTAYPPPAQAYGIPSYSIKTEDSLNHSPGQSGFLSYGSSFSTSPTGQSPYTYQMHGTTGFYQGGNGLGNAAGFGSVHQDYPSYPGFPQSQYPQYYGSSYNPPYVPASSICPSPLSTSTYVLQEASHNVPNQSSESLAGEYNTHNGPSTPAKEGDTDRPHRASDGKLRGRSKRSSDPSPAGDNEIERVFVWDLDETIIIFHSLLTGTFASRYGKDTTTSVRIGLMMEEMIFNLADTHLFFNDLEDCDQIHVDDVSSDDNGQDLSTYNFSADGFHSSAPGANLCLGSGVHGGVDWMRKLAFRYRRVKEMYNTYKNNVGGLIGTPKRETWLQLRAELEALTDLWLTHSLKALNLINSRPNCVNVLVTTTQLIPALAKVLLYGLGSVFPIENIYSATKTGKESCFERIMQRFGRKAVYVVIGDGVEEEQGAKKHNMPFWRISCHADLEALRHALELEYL
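Eya2 (0.2 uM) preincubated 10 min at ambient with compound, then OMFP substrate added at 50 uM; 10 min reaction in 50 mM HEPES pH 7.5, 50 mM NaCl, 5 uM MgCl2, 0.05% BSA, 1 mM DTT. Fluorescence read at Ex 485/Em 525 nm.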
Starred values were filed as active, the others as inactive; i = inactive; u = inconclusive; x = no result given; [ ] = dose if it differs, or a comment. Unless noted, calls follow the shape of the dose curve; as a rule, active = well fitted curve in the direction sought with a large enough effect; inconclusive = small, poorly fitted or top-dose-only effect, or another doubt; inactive = no such curve, though single readings can be large; an effect the other way counts as inactive or inconclusive. The list is partial; count on the stated rates, not on these rows.

SMILES	AT treatment	ELG1 DNA repair	TRPV1 ag	TSHR antag	Mito fusion yeast	USP2a inh	TCR activator	KCNH2 3.1 block	KCNH2 WT inh	Eya2 inh
CCOc1nc(Nc2ccc(OC)cc2OC)nc(OCC)n1	-6%	-9%	19	-7	3%	0%	-4%	9	-9	-7%
Cc1ccc(C)c(OCC(=O)Nc2ccc3c(c2)OCO3)c1C	3%	-11%	u	2	1%	0%	2%	-9	-2	17%
COC(=O)N/N=C/c1cn(Cc2c(Cl)cccc2Cl)c2ccccc12	2%	-25%	11	22	u	4%	-1%[46.1 µM]	-12	-1	-3%
CCCCCCCCN1N=N[C@H]2[C@H]1[C@@H]1C[C@H]2N(C(=O)OC(C)(C)C)O1	-2%	-9%	x	-3	x	2%	6%[46.1 µM]	-1	4	-15%
O=C1c2ccccc2C(=O)N1CC1c2ccccc2CCN1C(=O)C1CCCCC1 (stereo not drawn)	x	-20%	-6	-9	16%	3%	x	-26	7	-18%
COc1cc(OC)c(OC)cc1CNc1cc(C)ccc1OC	-2%	u	0	-13	11%	0%	x	11	-4	0%
CNC(=O)COC(=O)CCC(=O)c1cccs1	0%	2%	3	32	-3%	4%	1%	2	19	12%
CCOc1ccc(S(=O)(=O)Nc2cccc(N(C)S(C)(=O)=O)c2)cc1	7%	-15%	-2	17	-1%	1%	6%	-4	8	17%
CCOCCOc1nc2c(c(=O)n(C)c(=O)n2C)n1Cc1ccc(C)cc1	0%	-12%	18	3	0%	4%	-5%[46.1 µM]	7	-24	-9%
Cc1ccc(S(=O)(=O)N2CCC(C(=O)N[C@@H](C)C(=O)NCCc3ccccc3)CC2)cc1	4%	2%	1	-3	4%	-1%	1%	8	-9	14%

Molecules shown so far that contain an aryl methoxy group, in the order listed:
SMILES	AT treatment	ELG1 DNA repair	TRPV1 ag	TSHR antag	Mito fusion yeast	USP2a inh	TCR activator	KCNH2 3.1 block	KCNH2 WT inh	Eya2 inh
CCOc1nc(Nc2ccc(OC)cc2OC)nc(OCC)n1	-6%	-9%	19	-7	3%	0%	-4%	9	-9	-7%
COc1cc(OC)c(OC)cc1CNc1cc(C)ccc1OC	-2%	u	0	-13	11%	0%	x	11	-4	0%

Next section.
SMILES	AT treatment	ELG1 DNA repair	TRPV1 ag	TSHR antag	Mito fusion yeast	USP2a inh	TCR activator	KCNH2 3.1 block	KCNH2 WT inh	Eya2 inh
CCC(C(=O)Nc1c2c(nn1C(C)(C)C)CS(=O)(=O)C2)c1ccccc1 (stereo not drawn)	-2%	-2%	4	-8	0%	2%	0%	-4	3	-4%
COc1ccc2c(c1OC)C(=O)N1N=C(c3ccc(-c4ccccc4)cc3)CC21 (stereo not drawn)	-5%	-12%	1	-13	6%	3%	-3%	-16	x	20%
CC(C(=O)NCCSCc1cccc(Cl)c1)N(c1ccccc1)S(C)(=O)=O (stereo not drawn)	0%	-1%	-7	-23	-3%	3%	2%	-5	-7	-19%
C=CCNC(=O)NC(=O)COC(=O)c1cccnc1SC	x	7%	-2	-8	0%	-2%	4%	-44	-6	9%
CCOC(=O)c1sc(-c2cccs2)nc1C	1%	u	9	-8	-5%	2%	-56%	-2	-2	2%
Cc1ccc(C)n1-c1cccc(N)c1	2%	15%	-2	-11	-5%	0%	x	x	x	16%
Cc1ccc(C)c(NC(=O)CN(C)C(=O)c2cccc(N3C(=O)CCC3=O)c2)c1	6%	17%	3	7	3%	1%	1%	13	-2	-24%
CC1(c2ccc([N+](=O)[O-])cc2)NC(=O)N(CC(=O)c2ccc3c(c2)OCO3)C1=O (stereo not drawn)	4%	4%	8	-28	1%	1%	-1%	0	-6	-6%
Cc1nn(C)c(C(=O)Nc2c(C)nn(Cc3c(F)c(F)c(F)c(F)c3F)c2C)c1Br	4%	-4%	2	1	5%	4%	-9%	6	16	3%
C[C@]12c3[nH]c4ccc(Cl)cc4c3CCN1C(=O)[C@@H](CC(=O)NCCN1CCOCC1)C[C@@H]2C(=O)N1CCCCC1	5%	u	x	-2	x	-1%	3%[46.1 µM]	8	-2	7%
CCOC(=O)N1CCC(NC(=O)Cc2ccccc2)CC1	6%	u	1	-8	4%	2%	x	-5	5	12%
O=C(Nc1cc(Br)ccc1O)C1CC(c2ccccc2Cl)=NO1 (stereo not drawn)	11%	-9%	8	-2	u	2%	3%	-12	3	-9%
CN(C)S(=O)(=O)c1cccc(NC(=S)N/N=C/c2ccco2)c1	4%	-6%	4	-4	-10%	1%	1%	-3	13	-11%
COc1ccc(N=c2oc3c(OC)cccc3cc2C(=O)NCc2ccco2)c(OC)c1	8%	-10%	10	17	5%	2%	-3%	2	2	4%
CN(C(=O)c1cc2ccccc2oc1=O)C1(C)CCS(=O)(=O)C1 (stereo not drawn)	-3%	3%	2	-6	-2%	0%	2%	26	11	-1%
CCOC(=O)C1(Cc2cccc(OC)c2)CCN(Cc2cccc(OC)c2OC)CC1	-1%	-15%	-4	21	6%	0%	2%	11	9	u
COC(=O)c1ccc(/C(O)=C(\C#N)c2nc3ccccc3s2)cc1	4%	u	-2	-48	2%	2%	-1%	1	-12	-2%
COc1ccc(-c2nnn(CC(=O)NCCc3ccc(OC)c(OC)c3)n2)cc1	1%	5%	-1	-4	-7%	4%	-3%	4	2	-26%
NC(=O)N/N=C/c1ccc(-c2ccc(S(=O)(=O)Nc3ncccn3)cc2)o1	-10%	8%	-2	-3	1%	2%	1%	11	6	22%
Cc1cccc(N2C(=O)CS/C2=N\NC(=O)c2cccnc2)c1C	0%	7%	0	-7	-7%	0%	-1%	4	-3	-2%

Some of these compounds in order of the Mito fusion yeast value, descending:
Structure,Mito fusion yeast
COc1ccc(N=c2oc3c(OC)cccc3cc2C(=O)NCc2ccco2)c(OC)c1,5%
NC(=O)N/N=C/c1ccc(-c2ccc(S(=O)(=O)Nc3ncccn3)cc2)o1,1%
COc1ccc(-c2nnn(CC(=O)NCCc3ccc(OC)c(OC)c3)n2)cc1,-7%

Ordered by number of heavy atoms (lowest first): part of the list above.
SMILES	AT treatment	ELG1 DNA repair	TRPV1 ag	TSHR antag	Mito fusion yeast	USP2a inh	TCR activator	KCNH2 3.1 block	KCNH2 WT inh	Eya2 inh
CCOC(=O)c1sc(-c2cccs2)nc1C	1%	u	9	-8	-5%	2%	-56%	-2	-2	2%
CCOC(=O)N1CCC(NC(=O)Cc2ccccc2)CC1	6%	u	1	-8	4%	2%	x	-5	5	12%
CCOc1nc(Nc2ccc(OC)cc2OC)nc(OCC)n1	-6%	-9%	19	-7	3%	0%	-4%	9	-9	-7%
Cc1ccc(S(=O)(=O)N2CCC(C(=O)N[C@@H](C)C(=O)NCCc3ccccc3)CC2)cc1	4%	2%	1	-3	4%	-1%	1%	8	-9	14%

(listing goes on)
SMILES	AT treatment	ELG1 DNA repair	TRPV1 ag	TSHR antag	Mito fusion yeast	USP2a inh	TCR activator	KCNH2 3.1 block	KCNH2 WT inh	Eya2 inh
CC(=O)NC1C(=O)N=C(SCC(=O)Nc2sc3c(c2C#N)CCCCCC3)NC1=O (stereo not drawn)	-7%	8%	-8	5	-7%	0%	-1%	-28	x	-1%
Cc1ccc(C(CNC(=O)Nc2ccc(Cl)cc2)N2CCN(C)CC2)cc1 (stereo not drawn)	-3%	27%	1	-6	1%	-2%	0%	u	33	-2%
CC(C)CC(=O)Nc1cc(C(F)(F)F)ccc1N1CCOCC1	8%	8%	-1	25	u	1%	-8%	3	-2	4%
Cc1cc2c(o1)CC(C)(C)CC2=O	-6%	2%	-6	2	-1%	0%	-4%	-4	i	-12%
COCc1ccc(C(=O)N(C)CC2CCCN(CCc3ccccc3F)C2)o1 (stereo not drawn)	2%	7%	0	-3	-10%	0%	-8%	-4	31	2%
CCN(CC(=O)NCCc1ccccc1)S(=O)(=O)c1ccc(C)cc1	-1%	-15%	7	-7	4%	-1%	0%[46.1 µM]	7	2	0%
COc1ccc(N2CCN(C(c3cc(OC)ccc3OC)c3nnnn3Cc3ccco3)CC2)cc1 (stereo not drawn)	-4%	-14%	5	-20	9%	3%	4%	3	7	8%
CCCC(=O)Nc1c(C(=O)OCC)oc2ccccc12	2%	-3%	-4	3	-2%	-4%	-6%	-1	-13	-7%
Cc1noc(C)c1COc1ccccc1C(=O)NC1CCC(C)CC1 (stereo not drawn)	-12%	1%	u	-4	2%	0%	-3%	-1	4	0%
CC(C)(C)Sc1ccccc1S(=O)(=O)C(C)(C)C	2%	-7%	x	-8	-5%	1%	-1%	12	6	-17%
CN1CCN(C(=O)c2cccn(Cc3cccc(Cl)c3)c2=O)CC1	0%	6%	0	2	20%	3%	4%	-46	-9	-4%
